INS-1E GSIS act = primary screen for activators of insulin secretion dependent on glucose, INS-1E cells, GLuc reporter luminescence | hit rate 0.61% among 370,000 | AID 743287 | INS-1E GLuc reporter insulin secretion, 2-3 h | activation, % at 16.6 µM;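 active = lowest replicate activation of at least 40%, so every replicate reaches that level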;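 also: 0% = median of neutral control wells and 100% = median of IBMX positive control wells; some compounds called inactive have numbers as strong as hits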
PGC1a acetyl inh = modulators of PGC1a acetylation; U2OS PGC1a acetylation, AlphaScreen anti-acetyl-lysine; with virally co-expressed GCN5 acetyltransferase; inhibition, % at 15.6 µM; hit rate 0.17% among 350,000;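 active = every replicate shows inhibition of at least 40%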;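 also: 0% = neutral control wells and 100% = positive control wells; some results beyond the cut were filed as inactive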
CFTR F508del cor = CFTR F508del correction in bronchial cells | CFBE cells, YFP halide quenching; stimulated with forskolin plus potentiator P3; % fluorescence drop versus neutral controls | activity (quench increase), % at 7.58 µM | hit rate 0.36% among 350,000;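 active = mean added fluorescence quench of at least 8% versus neutral control, with both replicates also reaching 8%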;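 also: cells transiently co-express mutant CFTR-F508del with the halide-sensitive YFP; corrector assay measuring rescue of mutant channel to the surface after 24 h compound exposure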
* hit, by the source's call. A portion of the library; count on the stated rates, not on these rows.

Results for O=C(Cc1ccccc1)Nc1ccc2c(c1)C(=O)N(CC1CCCO1)C2=O (centres undefined) ?
INS-1E GSIS act: 14; PGC1a acetyl inh: 5; CFTR F508del cor: 4.8

Results for CC(C)c1nc(CNC(=O)CCc2nnc(-c3ccsc3)o2)cs1 ?
INS-1E GSIS act: -7; PGC1a acetyl inh: 14; CFTR F508del cor: 0.3

What do the screens show for `C[C@@H]1CN([C@@H](C)CO)C(=O)c2cc(NC(=O)CCCCCC(=O)Nc3ccccc3N)ccc2O[C@@H]1CN(C)Cc1ccc2c(c1)OCO2`?
INS-1E GSIS act: 16; PGC1a acetyl inh: 9; CFTR F508del cor: 1.5

How did CCS(=O)(=O)Nc1ccc(C2=NN(S(C)(=O)=O)C(c3cccs3)C2)cc1 (centres undefined) do in these assays?
INS-1E GSIS act: 8; PGC1a acetyl inh: -12; CFTR F508del cor: -1.3

Results for O=C(Nc1cc(F)ccc1F)N1CC(=O)N2[C@H](C1)[C@@H](c1ccc(-c3cccc(F)c3)cc1)[C@@H]2CO ?
INS-1E GSIS act: -9; PGC1a acetyl inh: 0; CFTR F508del cor: -2.5

Results for O=C(Cc1ccccn1)N1CC2(C1)[C@H](c1ccccc1)[C@H](CO)N2C(=O)c1cccnc1 ?
INS-1E GSIS act: 21; PGC1a acetyl inh: 8; CFTR F508del cor: 2.4

How did Cc1nnc(SCC(=O)NC(C)(C)C)n1NCc1ccc(Cl)cc1 do in these assays?
INS-1E GSIS act: -1; PGC1a acetyl inh: 4; CFTR F508del cor: 2.2

What do the screens show for `C/C(=N\NC(=O)CSCc1ccc([N+](=O)[O-])cc1)c1ccccc1`?
INS-1E GSIS act: -1; PGC1a acetyl inh: 6; CFTR F508del cor: -2.3

Results for COc1ccc(NC(=O)N2CC3(C2)CN(CC2CC2)[C@@H](CO)c2c3c3ccc(OC)cc3n2C)cc1 ?
INS-1E GSIS act: -12; PGC1a acetyl inh: -9; CFTR F508del cor: 0.5

What do the screens show for `O=C(N/N=C1\CC(c2ccccc2)Oc2ccccc21)c1ccccn1` (centres undefined)?
INS-1E GSIS act: 1; PGC1a acetyl inh: 9; CFTR F508del cor: 2.1

Nothing new here: eight of the compounds above.
What do the screens show for `C[C@@H]1CN([C@@H](C)CO)C(=O)c2cc(NC(=O)CCCCCC(=O)Nc3ccccc3N)ccc2O[C@@H]1CN(C)Cc1ccc2c(c1)OCO2`?
INS-1E GSIS act: 16; PGC1a acetyl inh: 9; CFTR F508del cor: 1.5

How did CCS(=O)(=O)Nc1ccc(C2=NN(S(C)(=O)=O)C(c3cccs3)C2)cc1 (centres undefined) do in these assays?
INS-1E GSIS act: 8; PGC1a acetyl inh: -12; CFTR F508del cor: -1.3

Results for O=C(Nc1cc(F)ccc1F)N1CC(=O)N2[C@H](C1)[C@@H](c1ccc(-c3cccc(F)c3)cc1)[C@@H]2CO ?
INS-1E GSIS act: -9; PGC1a acetyl inh: 0; CFTR F508del cor: -2.5

Results for O=C(Cc1ccccn1)N1CC2(C1)[C@H](c1ccccc1)[C@H](CO)N2C(=O)c1cccnc1 ?
INS-1E GSIS act: 21; PGC1a acetyl inh: 8; CFTR F508del cor: 2.4

How did Cc1nnc(SCC(=O)NC(C)(C)C)n1NCc1ccc(Cl)cc1 do in these assays?
INS-1E GSIS act: -1; PGC1a acetyl inh: 4; CFTR F508del cor: 2.2

What do the screens show for `C/C(=N\NC(=O)CSCc1ccc([N+](=O)[O-])cc1)c1ccccc1`?
INS-1E GSIS act: -1; PGC1a acetyl inh: 6; CFTR F508del cor: -2.3

Results for COc1ccc(NC(=O)N2CC3(C2)CN(CC2CC2)[C@@H](CO)c2c3c3ccc(OC)cc3n2C)cc1 ?
INS-1E GSIS act: -12; PGC1a acetyl inh: -9; CFTR F508del cor: 0.5

What do the screens show for `O=C(N/N=C1\CC(c2ccccc2)Oc2ccccc21)c1ccccn1` (centres undefined)?
INS-1E GSIS act: 1; PGC1a acetyl inh: 9; CFTR F508del cor: 2.1

The listing continues.
How did COc1ccc2c3c(n(C)c2c1)[C@@H](CO)N(Cc1ccc2c(c1)OCO2)CC31CN(C)C1 do in these assays?
INS-1E GSIS act: 12; PGC1a acetyl inh: -1; CFTR F508del cor: 0.1

What do the screens show for `Cc1cc2ccccn2c1C(=O)c1ccc(S(=O)(=O)N(C)C)cc1`?
INS-1E GSIS act: 1; PGC1a acetyl inh: -4; CFTR F508del cor: -1.5

Results for COc1ccc2c3c(n(C)c2c1)[C@@H](CO)N(C(=O)c1cnccn1)CC31CCN(C(=O)c2ccncc2)CC1 ?
INS-1E GSIS act: -2; PGC1a acetyl inh: -6; CFTR F508del cor: -0.5

What do the screens show for `CCCNC(=O)N1CC2(CCN(C)CC2)c2c([nH]c3cc(OC)ccc23)[C@@H]1CO`?
INS-1E GSIS act: 7; PGC1a acetyl inh: -3; CFTR F508del cor: -2.3

Results for CC=Cc1ccc2n(c1=O)C[C@@H]1[C@@H](CO)[C@H](C(=O)NC3CCCC3)N(CCC)[C@H]21 (mixture of isomers) ?
INS-1E GSIS act: -3; PGC1a acetyl inh: 6; CFTR F508del cor: 1.4

What do the screens show for `CC(C)NC(=O)N(C)C[C@H]1Oc2ccc(NC(=O)CCCCCC(=O)Nc3ccccc3N)cc2CC(=O)N([C@H](C)CO)C[C@@H]1C`?
INS-1E GSIS act: 23; PGC1a acetyl inh: 8; CFTR F508del cor: -2.8

Results for Cc1noc(C)c1NC(=O)Nc1ccc2c(c1)CC(=O)N([C@H](C)CO)C[C@H](C)[C@@H](CN(C)S(C)(=O)=O)O2 ?
INS-1E GSIS act: 0; PGC1a acetyl inh: -8; CFTR F508del cor: -4.0

How did C[C@@H]1CN([C@@H](C)CO)C(=O)c2cc(NC(=O)CCCCCC(=O)Nc3ccccc3N)ccc2O[C@@H]1CN(C)S(=O)(=O)c1cn(C)cn1 do in these assays?
INS-1E GSIS act: 8; PGC1a acetyl inh: -4; CFTR F508del cor: -0.6

Results for O=C(Nc1ccccc1F)N1CC(=O)N2[C@H](CO)[C@@H](c3ccc(-c4ccccc4)cc3)[C@@H]2C1 ?
INS-1E GSIS act: -19; PGC1a acetyl inh: 0; CFTR F508del cor: 1.1

What do the screens show for `CCC(=O)N1CC2(C1)[C@H](c1ccc(-c3ccc(C)cc3)cc1)[C@@H](CO)N2S(C)(=O)=O`?
INS-1E GSIS act: -3; PGC1a acetyl inh: -4; CFTR F508del cor: -1.8

Results for C[C@@H]1CN([C@H](C)CO)C(=O)c2cc(NC(=O)c3ccncc3)ccc2O[C@@H](C)CCCCO[C@@H]1CN(C)C(=O)Nc1cccc2ccccc12 ?
INS-1E GSIS act: 3; PGC1a acetyl inh: -5; CFTR F508del cor: 1.9

Results for CC(C)(C)C(=O)COC(=O)c1c2c(nc3ccccc13)CCC2 ?
INS-1E GSIS act: -2; PGC1a acetyl inh: -3; CFTR F508del cor: -3.8

How did Cc1cccc(N2C(=O)CC(c3ccc(F)cc3)C3=C2COC3=O)c1 (centres undefined) do in these assays?
INS-1E GSIS act: 0; PGC1a acetyl inh: -3; CFTR F508del cor: -0.5

How did C[C@H](CO)N1C[C@H](C)[C@@H](CN(C)Cc2ccc(C(=O)Nc3ccccc3N)cc2)Oc2c(NS(=O)(=O)c3ccc(F)cc3)cccc2C1=O do in these assays?
INS-1E GSIS act: 14; PGC1a acetyl inh: 0; CFTR F508del cor: -2.1

Results for Cc1nc(Cl)c(C(=O)Nc2cccc(F)c2)c(C)c1Cl ?
INS-1E GSIS act: -21; PGC1a acetyl inh: -4; CFTR F508del cor: -0.8

How did CS(=O)(=O)N1CC2(C1)[C@H](c1ccccc1)[C@@H](CO)N2C(=O)c1ccccc1 do in these assays?
INS-1E GSIS act: 4; PGC1a acetyl inh: 4; CFTR F508del cor: -1.0

How did COc1ccc2c3c(n(C)c2c1)[C@H](CO)N(S(C)(=O)=O)CC31CN(C(=O)C2CC2)C1 do in these assays?
INS-1E GSIS act: 33; PGC1a acetyl inh: 0; CFTR F508del cor: -0.3

What do the screens show for `CC(C)NC(=O)N(C)C[C@H]1Oc2c(NC(=O)CCCCCC(=O)Nc3ccccc3N)cccc2C(=O)N([C@H](C)CO)C[C@H]1C`?
INS-1E GSIS act: -5; PGC1a acetyl inh: -4; CFTR F508del cor: 2.3

What do the screens show for `O=C(CCN1CCOCC1)c1ccc(Cl)cc1`?
INS-1E GSIS act: 6; PGC1a acetyl inh: 1; CFTR F508del cor: -3.3

Results for Cc1noc(C)c1S(=O)(=O)Nc1ccc2c(c1)CC(=O)N([C@@H](C)CO)C[C@@H](C)[C@H](CN(C)Cc1ccc3c(c1)OCO3)O2 ?
INS-1E GSIS act: 5; PGC1a acetyl inh: -5; CFTR F508del cor: -3.4

How did COc1cccc(S(=O)(=O)N(C)C[C@H]2OCc3ccccc3-c3c(n(C)c4ccccc34)C(=O)N([C@@H](C)CO)C[C@@H]2C)c1 do in these assays?
INS-1E GSIS act: 4; PGC1a acetyl inh: 0; CFTR F508del cor: -4.8

What do the screens show for `CCC(=O)N1CC(=O)N2[C@H](C1)[C@H](c1ccc(-c3ccc(C(=O)N(C)C)cc3)cc1)[C@@H]2CO`?
INS-1E GSIS act: 8; PGC1a acetyl inh: -5; CFTR F508del cor: -5.1

What do the screens show for `COc1ccc2c3c([nH]c2c1)[C@H](CO)N(C(=O)NC1CCCC1)CC31CCN(C(=O)Nc2cccc(F)c2)CC1`?
INS-1E GSIS act: 0; PGC1a acetyl inh: 2; CFTR F508del cor: 0.5

What do the screens show for `CCC(=O)N1CCC2(CC1)CN(C(=O)c1cnccn1)[C@@H](CO)c1c2c2ccc(OC)cc2n1C`?
INS-1E GSIS act: 13; PGC1a acetyl inh: 4; CFTR F508del cor: -0.1

Results for COc1ccc2c3c(n(C)c2c1)[C@@H](CO)N(C(=O)c1ccc(F)cc1)CC31CN(C)C1 ?
INS-1E GSIS act: -11; PGC1a acetyl inh: 4; CFTR F508del cor: 0.6

What do the screens show for `COc1ccc2c3c(n(C)c2c1)[C@H](CO)N(Cc1ccncc1)CC31CCN(C(=O)Nc2cccc(F)c2)CC1`?
INS-1E GSIS act: 13; PGC1a acetyl inh: -3; CFTR F508del cor: -1.5

How did COc1ccc2c3c([nH]c2c1)[C@H](CO)N(Cc1ccccn1)CC31CCN(Cc2cccc(F)c2)CC1 do in these assays?
INS-1E GSIS act: 10; PGC1a acetyl inh: -12; CFTR F508del cor: 4.1

How did COc1ccc2c3c([nH]c2c1)[C@@H](CO)N(Cc1cc(F)ccc1F)CC31CN(C)C1 do in these assays?
INS-1E GSIS act: 13; PGC1a acetyl inh: 11; CFTR F508del cor: -1.0

Results for CSc1ccccc1NC(=O)CN(C)CC(=O)Nc1ccc(N2CCOCC2)cc1 ?
INS-1E GSIS act: -11; PGC1a acetyl inh: 3; CFTR F508del cor: -0.6

How did O=C(Nc1cccc(Br)c1)c1cc2ccccc2o1 do in these assays?
INS-1E GSIS act: 4; PGC1a acetyl inh: 2; CFTR F508del cor: 2.3

Results for COc1ccc2c3c([nH]c2c1)[C@@H](CO)N(Cc1ccccc1Cl)CC31CCN(C(=O)C2CC2)CC1 ?
INS-1E GSIS act: -12; PGC1a acetyl inh: -3; CFTR F508del cor: 1.7

What do the screens show for `Cn1c(N)c(C(=O)COC(=O)CCOc2ccc(C(C)(C)C)cc2)c(=O)n(C)c1=O`?
INS-1E GSIS act: -16; PGC1a acetyl inh: 2; CFTR F508del cor: -3.1

How did O=C(C[C@@H]1C=C[C@H](NC(=O)CC2CC2)[C@H](CO)O1)NCc1ccccc1 do in these assays?
INS-1E GSIS act: 18; PGC1a acetyl inh: -6; CFTR F508del cor: -1.5

What do the screens show for `COc1ccc(-c2[nH]ncc2CN2CCCO2)cc1F`?
INS-1E GSIS act: 1; PGC1a acetyl inh: 6; CFTR F508del cor: 2.0

How did CCOc1[nH]n(-c2ccccc2)c(=O)c1C=Nc1ccc(C)cc1 do in these assays?
INS-1E GSIS act: 6; PGC1a acetyl inh: 7; CFTR F508del cor: -4.6

How did COCC(=O)N1CC2(C1)CN(C(=O)Nc1ccccc1F)[C@@H](CO)c1c2c2ccc(OC)cc2n1C do in these assays?
INS-1E GSIS act: 12; PGC1a acetyl inh: -8; CFTR F508del cor: 1.4

How did CCC(=O)N1CC2(C1)[C@H](c1ccccc1)[C@H](CO)N2CCC(F)(F)F do in these assays?
INS-1E GSIS act: 0; PGC1a acetyl inh: 5; CFTR F508del cor: 0.7

What do the screens show for `CC=Cc1ccc2n(c1=O)C[C@H]1[C@H](CO)[C@@H](C(=O)NC3CCCC3)N[C@@H]21` (mixture of isomers)?
INS-1E GSIS act: 29; PGC1a acetyl inh: 9; CFTR F508del cor: -1.5

Results for O=C(Cc1ccccc1)N1CC(=O)N2[C@H](CO)[C@@H](c3ccc(C4=CCCC4)cc3)[C@@H]2C1 ?
INS-1E GSIS act: 2; PGC1a acetyl inh: 4; CFTR F508del cor: -0.9

Results for O=C(c1ccc2c(c1)OCO2)C1CCCN(Cc2cc(F)ccc2-n2cccn2)C1 (centres undefined) ?
INS-1E GSIS act: 19; PGC1a acetyl inh: -6; CFTR F508del cor: 1.4

How did COc1cccc(C#Cc2ccc([C@@H]3[C@@H](CO)N4C(=O)CN(C(=O)c5ccccc5)C[C@H]34)cc2)c1 do in these assays?
INS-1E GSIS act: -25; PGC1a acetyl inh: -38; CFTR F508del cor: 1.7

Results for COCC(=O)N1CC(=O)N2[C@H](CO)[C@H](c3ccc(C#CC4CCCCC4)cc3)[C@@H]2C1 ?
INS-1E GSIS act: 9; PGC1a acetyl inh: -11; CFTR F508del cor: 0.8

Compound activity: PubChem BioAssay, Broad Institute
